# RmlCD inh 1536 – blocks M. tuberculosis RmlC and RmlD coupled enzymes; P9WH09+P9WH11; RmlC+RmlD coupled enzyme assay, percent inhibition; primary screen in compound mixtures; inhibition, % at 3.6 µM; 0.03% of 160,000 active; in the data active means inhibition mostly above about 34%, no sharp cut-off; inconclusive means no clear call, values can overlap the other calls; inactive means mostly below about 22%; further: some results filed as inactive read as strong as hits
# Target sequence (P9WH09 whole entry, looked up): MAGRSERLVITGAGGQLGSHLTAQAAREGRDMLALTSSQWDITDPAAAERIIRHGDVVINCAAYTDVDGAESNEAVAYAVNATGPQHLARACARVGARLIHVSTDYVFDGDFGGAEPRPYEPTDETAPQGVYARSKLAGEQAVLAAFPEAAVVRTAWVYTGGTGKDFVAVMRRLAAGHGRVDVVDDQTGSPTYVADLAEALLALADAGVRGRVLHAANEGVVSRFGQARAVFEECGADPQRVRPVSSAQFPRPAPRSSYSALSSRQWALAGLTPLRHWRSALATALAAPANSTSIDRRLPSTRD
# Target sequence (P9WH11 whole entry, looked up): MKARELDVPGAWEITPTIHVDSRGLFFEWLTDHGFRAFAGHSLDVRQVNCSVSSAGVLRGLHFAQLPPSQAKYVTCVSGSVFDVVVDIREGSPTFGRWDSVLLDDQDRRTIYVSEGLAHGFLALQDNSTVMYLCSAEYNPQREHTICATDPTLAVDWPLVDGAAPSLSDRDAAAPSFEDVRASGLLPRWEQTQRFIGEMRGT
# GlmU inhibition – inhibition of mycobacterial GlmU enzyme – biochemical, glucosamine-1-phosphate acetyltransferase (AID 1376). M. tuberculosis GlmU acetyltransferase enzyme assay; higher % means a stronger effect. 0.25% of 220,000 active. inhibition, %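 (tested at 30 µM in the primary screen)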, or IC50 in µM where a hit was titrated; in the data active means inhibition above about 13%; inconclusive means no clear call, values can overlap the other calls;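 further: 0% = complete reaction with vehicle and 100% = reaction without substrate; strong numbers were not always called active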
# * marks the source's active call; other numbers are inactive results; u = inconclusive; x = not tested or not shown; & = joins results of further samples.
# A first look (4 entries):
SMILES,GlmU inhibition,RmlCD inh 1536
Cc1cc(NC(=O)C(C)C)ncc1NC(=O)c1ccccn1,-0.5%,x
COc1ccc(CN2C(=O)NC(=O)/C(=C\c3ccc(OC)c(OC)c3OC)C2=O)cc1,5.8%,3
Cc1ccccc1C(=O)NNC(=O)C12CC3CC(CC(C3)C1)C2,-1.5%,-7
COc1ccc(-n2nc3cc(C)c(NC(=O)c4cccnc4)cc3n2)cc1,1.5%,u

# The listing, repeating the preview:
SMILES,GlmU inhibition,RmlCD inh 1536
Cc1cc(NC(=O)C(C)C)ncc1NC(=O)c1ccccn1,-0.5%,x
COc1ccc(CN2C(=O)NC(=O)/C(=C\c3ccc(OC)c(OC)c3OC)C2=O)cc1,5.8%,3
Cc1ccccc1C(=O)NNC(=O)C12CC3CC(CC(C3)C1)C2,-1.5%,-7
COc1ccc(-n2nc3cc(C)c(NC(=O)c4cccnc4)cc3n2)cc1,1.5%,u
COc1ccc(N2C(=O)c3ccc(NC(C)=O)cc3C2=O)cc1,-4.7%,-3
COc1ccc(-n2nnnc2SCC(=O)N2CCN(C(=O)c3ccco3)CC2)cc1OC,1.6%,-10
O=c1oc2cc(OCc3ccc(F)cc3F)ccc2cc1-c1ccccn1,-4.8%,-9
O=C(c1ccc([N+](=O)[O-])cc1)N1CCC(Cc2ccccc2)CC1,2.3%,4
COCc1cc(C)nc(SCC[N+](C)(C)CC(=O)c2ccc(Br)cc2)c1C#N,0.6%,8
CCCCCc1ccc(OCCCC[n+]2ccccc2)c(CCCCC)c1,-14%,-4
O=c1c(C(c2ccc(Br)cc2)c2c(O)nc3n(c2=O)CCS3)c(O)nc2n1CCS2,6.5%,x
O=C(c1cnn2c(C(F)(F)F)cc(-c3cccs3)nc12)N1CCN(Cc2ccccc2)CC1,1.4%,x
COC(=O)c1sccc1NC(=O)CC1NCCNC1=O (stereo unspecified),-0.7%,-7
Cc1cc(C)c2c(n1)sc1c(N3CCN(C)CC3)ncnc12,2.8%,-8
Cc1ccc(S(=O)(=O)N2CCCCC2)cc1C(=O)N1CCN(c2ccccn2)CC1,-3.5%,60
Cc1cc(=O)[nH]c(SCC(=O)NC(C)C2CC3CCC2C3)c1C#N (stereo unspecified),0.6%,15
C=CCOc1c(Cl)cc(CNc2nccs2)cc1OC,-1.1%,-2
CC(C)(C)Cc1nnc(NS(=O)(=O)Cc2ccccc2)s1,1.2%,x
Cc1ccnc(NC(=O)c2cc(S(=O)(=O)N3CCCCC3)ccc2Cl)c1,2.0%,x
CC(=O)c1ccc(-n2nncc2C(C)(C)C)cc1,0.6%,12
Nc1nc2n(n1)C1(CCCCC1)C1=C(CCCC1)N2,-4.5%,-7
CCCCN1CC(O)=C(c2nc(-c3ccc(Cl)cc3)cs2)C1=N,-1.1%,-8
CS(=O)(=O)N(CC(=O)Nc1ccc(C(N)=O)cc1)C1CCCCC1,8.3%,-4
O=C1CNC(=S)N1c1nc(-c2ccccc2)cs1,-7.8%,-5
CCOC(=O)N1CCC(Nc2nc3ccccc3n3cnnc23)CC1,0.7%,x
CCOC(=O)N1CCC(NC(=O)C2CCCN(c3nc4ccccc4o3)C2)CC1 (stereo unspecified),7.1%,x
COc1cc(CC(=O)O)ccc1O,-0.4%,x
CN(c1ccccc1)S(=O)(=O)c1cc(C(=O)OCC(=O)N2CCN(C(=O)c3ccco3)CC2)ccc1Cl,1.0%,4
COc1ccc(C(=O)NC(=S)Nc2cccc3nc(C)ccc23)cc1OC,-1.3%,-2
OCC(Cc1ccccc1)Nc1c2ccccc2nc2ccccc12 (stereo unspecified),5.1%,x
Cc1ccc(N2C(=O)CS(=O)C(c3ccccc3)C2=O)cc1C (stereo unspecified),-3.5%,-11
CN(C)c1ccc(/C=C/c2cc[n+](C)c3ccccc23)cc1,-2.6%,-12
O=C(O)C1Nc2c(C(=O)N3CCOCC3)cccc2C2C=CCC12 (stereo unspecified),1.9%,10
CC(C)(C)c1ccc(C(=O)Nc2cnccn2)cc1,3.3%,-11
COc1ccc(CC(=O)c2cc(OC)c(OC)cc2CC(=O)O)cc1OC,-1.4%,-7
O=C(CSc1nnc(SCc2cccc3ccccc23)s1)N=Nc1c(O)[nH]c2ccccc12,-5.5%,5
CC(=O)NC(Cc1ccccc1C)C(=O)NC1CCN(c2ncccc2[N+](=O)[O-])CC1 (stereo unspecified),1.7%,4
Cc1cc(C)n(-c2cc(-n3nc(C)cc3C)ncn2)n1,3.5%,u
Nc1[nH]c(N=NC(=O)c2ccccc2O)c2ccccc12,-2.7%,9
CCN(CC)C(=O)C1CCCc2c1[nH]c1ccc(Cl)cc21 (stereo unspecified),5.0%,x
Cc1cc(C)nc(NNC2=CC(=[N+]3CCCC3)CCC2)n1,4.3%,-14
C[C@H](NC(=O)c1ccco1)C(=O)Nc1cccc([N+](=O)[O-])c1,1.1%,-13
Cc1cccc(N2CCN(Cc3ccoc3)CC2)c1C,-1.7%,-8
OCCC1CN(CC(c2ccccc2)c2ccccc2)CCN1C1CCCC1 (stereo unspecified),-0.3%,11
O=C1NC(=Nc2ccc(O)cc2)S/C1=C/c1ccco1,5.7%,38
COC(=O)[C@@]1(Cc2ccc(F)cc2)[C@H]2c3cc(C(=O)N4CCCC4)n(Cc4ccc(C(F)(F)F)nc4)c3C[C@H]2CN1C(=O)c1ccccc1,2.4%,x
CCOc1ccc(N(CC(=O)OC)S(=O)(=O)c2ccc(OC)c(OC)c2)cc1,0.5%,x
COc1cc(OC)cc(C(=O)Nc2nnc(Cc3ccc(OC)c(OC)c3)s2)c1,-9.0%,7
CC1CCc2cc(F)ccc2N1C(=O)CSc1nnc2c3ccccc3n(C)c2n1 (stereo unspecified),-2.4%,-7
O=C(O)Cc1c[nH]c2cccc(O)c12,13%,6
COc1cc2c(C)nc3onc(-c4ccccc4)c3c2cc1OC,0.8%,-8
COc1ccc(-n2c(Cn3c(=O)sc4ccccc43)nnc2SCC(=O)N2CCCC2)cc1,5.0%,-5
O=C(C1CC1)N1CCc2cc(Br)cc(S(=O)(=O)N3CCCCCC3)c21,-6.0%,x
O=C1C2CCCN2C(c2ccccc2)N1c1ccccn1 (stereo unspecified),0.2%,-7
Cc1cc(C)c(C#N)c(Nc2ccc3c(c2)OCCO3)n1,-2.9%,5
COc1cc(Br)cc2cc(C(=O)N3CCN(C(=O)c4ccco4)CC3)c(=O)oc12,3.7%,-3
NC(=O)C1CCCNC1 (stereo unspecified),-1.6%,x
CCN(c1ccccc1)S(=O)(=O)c1ccc(OC)c(NC(=O)CNCCc2ccccc2)c1,3.6%,x
CCOC(=O)COc1cc(N)c(Cl)cc1Cl,-3.1%,-6
O=C(COC(=O)c1cnccn1)c1ccc(Cl)c([N+](=O)[O-])c1,-0.6%,-10

# Continuation:
SMILES,GlmU inhibition,RmlCD inh 1536
Oc1ccc(NCc2ccccc2OCc2ccccc2)cc1,1.6%,4
COc1ccc(C2SCCN2S(=O)(=O)c2ccccc2)cc1OC (stereo unspecified),-2.6%,-9
O=[N+]([O-])c1ccc(/C=N/NC2=NS(=O)(=O)c3ccccc32)cc1,-1.6%,-3
Cc1ccc(N2C(=O)CSCC2=O)cc1,-0.5%,10
CCOC(=O)c1ccccc1NC(=O)CSc1nnnn1C1CCCCC1,2.4%,x
CCN1CCN(CCNC(=O)C2CCCN(Cc3nc(-c4cccc(Cl)c4)oc3C)C2)CC1 (stereo unspecified),0.9%,4
CC1CCCCC12NC(=O)N(CC(=O)Nc1ccccc1-c1ccccc1)C2=O (stereo unspecified),-2.6%,x
CCOC(=O)C(NC(C)=O)(N1CCc2ccccc2C1)C(F)(F)F (stereo unspecified),3.3%,1
COC(=O)C1=C(C)NC(C)=C(C(=O)OC)C1c1ccccc1OCc1c(C)no[n+]1[O-],4.1%,x
COc1ccc(S(=O)(=O)Nc2ccc(C(F)(F)F)cc2)cc1OC,-1.9%,9
O=C1NC(=O)C2(Cc3ccccc3N3CCCC32)C(=O)N1c1ccccc1 (stereo unspecified),3.1%,-4
CCSc1ccc2cc(OC)ccc2[n+]1CC,-6.9%,1

# Two entries from above, set out differently:
# Value order – GlmU inhibition, RmlCD inh 1536
- Oc1ccc(NCc2ccccc2OCc2ccccc2)cc1
 : 1.6%, 4
- COc1ccc(C2SCCN2S(=O)(=O)c2ccccc2)cc1OC (stereo unspecified)
 : -2.6%, -9

# New compounds follow.
SMILES,GlmU inhibition,RmlCD inh 1536
CCOC(=O)C(=O)c1c(-c2ccc(C)cc2)nc2ccccn12,2.9%,1
CC(C)(C)C(=O)N1CCC[C@@]1(CO)C(=O)O,3.3%,-14
Cc1ccc(Oc2ccccc2/C=N/O)cc1,-3.5%,-3
O=C(Cc1cccc2ccccc12)N/N=C/c1ccc(OC(=O)/C=C/c2ccco2)cc1,3.6%,x
O=C(NCc1cccnc1)C1CCCN(S(=O)(=O)c2ccc(Cl)cc2)C1 (stereo unspecified),1.1%,10
NS(=O)(=O)c1cccc(NC(=O)CCS(=O)(=O)c2ccc(Cl)cc2)c1,1.2%,-13
O=CN1CCCN(Cc2nc(-c3cccc(Cl)c3)no2)CC1,-1.8%,3
CCCCc1ccc(-c2csc(/C(C#N)=C\c3ccc(C)o3)n2)cc1,1.9%,x
Cc1ccc(C(=O)NCCn2cc(SCC(=O)Nc3cc(C)on3)c3ccccc32)cc1,-5.5%,-2
Cc1ccccc1/C=C/C(=O)N1CCOCC1,1.5%,-14
NS(=O)(=O)c1cccc(NC(=O)CCSc2ccccc2Cl)c1,-10%,8
CCCn1c(SCC(=O)N2CCCc3ccccc32)nnc1-c1ccco1,2.8%,x
O=C(COC(=O)c1cccnc1Cl)Nc1ncc(Cl)cc1Cl,3.0%,7
O=C(N/N=C/c1ccc(Cl)cc1)C1CC12CCC2 (stereo unspecified),2.9%,2
COc1ccc(S(=O)(=O)Nc2ccccn2)cc1C,-1.4%,-3
CCn1cc(C(=O)NCCCOC)c(=O)c2cc(S(=O)(=O)N(C)C)ccc21,-2.5%,-9
CCOC(=O)Cc1csc(NC(=O)c2cccs2)n1,4.7%,26
Cc1ccccc1OCC(=O)NN1Cc2ccccc2C1=N,-1.0%,-4
CC(=O)N1CCN(c2ccc(NC(=O)C(C)Oc3ccc(Cl)cc3Cl)cc2)CC1 (stereo unspecified),x,5
Cc1csc(NC(=O)c2ccc(C)o2)n1,3.6%,-13
Cc1cc(C)cc(OCC(=O)Nc2cccc(-c3nc4ncccc4o3)c2)c1,-6.3%,x
COCCN(CCOC)C(=O)COC(=O)c1ccc(Cl)c(S(=O)(=O)N(C)c2ccccc2)c1,2.5%,6
S=C(NC1CCCC1)N1CCN(c2ccc(Cl)cc2)CC1,8.5%,3
CN(C)C(=O)CN(c1ccc2c(c1)OCO2)S(C)(=O)=O,-1.0%,x

# 6 records drawn at random from those above:
SMILES,GlmU inhibition,RmlCD inh 1536
S=C(NC1CCCC1)N1CCN(c2ccc(Cl)cc2)CC1,8.5%,3
O=C(COC(=O)c1cccnc1Cl)Nc1ncc(Cl)cc1Cl,3.0%,7
CN(C)C(=O)CN(c1ccc2c(c1)OCO2)S(C)(=O)=O,-1.0%,x
O=C(N/N=C/c1ccc(Cl)cc1)C1CC12CCC2 (stereo unspecified),2.9%,2
COc1ccc(S(=O)(=O)Nc2ccccn2)cc1C,-1.4%,-3
CC(=O)N1CCN(c2ccc(NC(=O)C(C)Oc3ccc(Cl)cc3Cl)cc2)CC1 (stereo unspecified),x,5

# Further structures
SMILES,GlmU inhibition,RmlCD inh 1536
CCCCNC(c1ccccc1)c1ccncc1 (stereo unspecified),-5.4%,8
COc1ccc2c(=O)c3c(=O)n(-c4ccc(C)cc4)c(-c4ccccc4)nc3oc2c1,-0.3%,20
C=CCNc1nc(-c2cccs2)c(CC(=O)O)s1,2.1%,x
Cn1c2c(c(=O)n(C)c1=O)C(c1ccccc1Cl)CC(=O)N2 (stereo unspecified),7.1%,x
C=CCc1cc(OC)ccc1OCC(O)CN1CCN(c2ccc(OC)cc2)CC1 (stereo unspecified),2.7%&-2.6%,1
Cn1c(=O)cc(SCC(=O)Nc2ccccn2)c2ccccc21,2.1%,-8
Cc1nnc(N(C)C(=O)c2ccccn2)s1,x,10
COc1ccc(C(CNC(=O)COc2ccccc2-c2ccccc2)N2CCOCC2)cc1 (stereo unspecified),-8.4%,15
CCN(CC)C(=O)CSc1nc(O)c(Cc2ccccc2)c(=O)n1-c1ccccc1,-0.5%,x
O=C(COC(=O)c1ccco1)NCC1CCCO1 (stereo unspecified),6.1%,x
COc1ccc(OCC(=O)N2CCN(C(=O)COc3ccc(Br)cc3)CC2)cc1,2.9%,13
CC12CC3(C)CC(C)(C1)CC(C(N)=O)(C2)C3,1.3%,6
O=C(CCc1nc(-c2ccccn2)no1)NCc1ccc2c(c1)OCO2,1.8%,10
Nc1cc(Nc2ccc(Br)cc2)nc(N)n1,-1.6%,-10
COc1ccc(C(=O)Nc2ccc3c(c2)nc(CN2CCCC2)n3C)cc1,-0.2%,0
O=C(CSc1nnnn1C1CCCC1)Nc1ccccc1F,-4.1%,x
CC(C)OP(=O)(OC(C)C)C(Nc1ccccc1)c1ccccc1C(F)(F)F (stereo unspecified),-3.5%,13
CCCCOC(=O)C(C#N)c1nc2ccccc2nc1N1CCN(Cc2ccc3c(c2)OCO3)CC1 (stereo unspecified),2.9%,-5
S=c1[nH]nc(C2CCCCC2)n1/N=C/c1ccco1,0.1%,-10

# High-throughput results (PubChem)

# Some of the compounds tested, so the mix of outcomes need not match the whole.
